pPAFAH inh – pPAFAH (human) enzyme inhibition | recombinant pPAFAH, FP-rhodamine probe fluorescence polarization | inhibition, % at 3.39 µM | 1.5% of 330,000 active;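 active means inhibition above the mean inhibition across the screen plus 3 SD, cut at about 25% in these data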;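 further: inhibitors block binding of the rhodamine activity-based probe so polarization drops; 0% = enzyme with DMSO and 100% = wells lacking pPAFAH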
PAFAH2 inh – PAFAH2 (human) inhibition; Q99487; recombinant PAFAH2, FP-rhodamine activity probe, fluorescence polarization; inhibition, % at 3.39 µM; 0.99% of 340,000 active; AID 492956;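 active means inhibition above the mean over all tested compounds plus 3 SD, cut at about 30% in these data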;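 further: inhibitors block probe labeling of enzyme so polarization drops; 0% = enzyme with DMSO and 100% = wells lacking PAFAH2 protein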
LYPLA2 counter – LYPLA2 (human) inhibition in PME1 counter-screen. O95372. recombinant LYPLA2, FP-Rh probe fluorescence polarization. inhibition, % at 5.9 µM. 0.38% of 320,000 active. AID 2177;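 active means inhibition above the screen-wide mean plus 3 SD, limit set per campaign, cut at about 26% in these data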;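 further: 0% = LYPLA2 with DMSO and 100% = wells lacking LYPLA2 enzyme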
GSTO1 inh – blocks human GSTO1 in RBBP9 counter-screen. P78417. recombinant GSTO1, activity-based probe fluorescence polarization. inhibition, % at 5.96 µM. 1.1% of 300,000 active. AID 1974;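 active means inhibition above the campaign mean inhibition plus 3 SD, cut at about 35% in these data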;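 further: 0% = GSTO1-1 with DMSO and 100% = wells lacking GSTO1-1 enzyme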
PREPL inhibitor – inhibitors of human prolyl oligopeptidase-like enzyme PREPL | Q4J6C6 | 0.68% of 320,000 active | AID 2751 | inhibition, % at 5.96 µM | recombinant PREPL, fluorescence polarization activity-based probe; in the data active means inhibition above about 43%;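 further: 0% = enzyme with DMSO and 100% = wells lacking enzyme; many of its hits are not listed in these tables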
LYPLA1 inh – LYPLA1 (human) inhibition in PME1 counter-screen | 0.16% of 320,000 active | O75608 | inhibition, % at 5.9 µM | recombinant LYPLA1, FP-Rh probe fluorescence polarization | AID 2174;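 active means inhibition above the mean of all tested compounds plus 3 SD, set per campaign, cut at about 14% in these data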;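 further: inhibitors block serine hydrolase probe labeling of LYPLA1 so polarization falls; 0% = enzyme with DMSO and 100% = wells lacking LYPLA1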
PAFAH1B2 FP inh – PAFAH1B2 (human) inhibition; P68402; recombinant PAFAH1B2, FP-rhodamine activity probe, fluorescence polarization; inhibition, % at 3.39 µM; 1.2% of 340,000 active; AID 492953;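 active means inhibition above the mean of all tested compounds plus 3 SD, cut at about 24% in these data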;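 further: 0% = enzyme with DMSO and 100% = wells lacking PAFAH1B2; many of its hits are not listed in these tables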
Target sequence (P68402 whole entry, looked up): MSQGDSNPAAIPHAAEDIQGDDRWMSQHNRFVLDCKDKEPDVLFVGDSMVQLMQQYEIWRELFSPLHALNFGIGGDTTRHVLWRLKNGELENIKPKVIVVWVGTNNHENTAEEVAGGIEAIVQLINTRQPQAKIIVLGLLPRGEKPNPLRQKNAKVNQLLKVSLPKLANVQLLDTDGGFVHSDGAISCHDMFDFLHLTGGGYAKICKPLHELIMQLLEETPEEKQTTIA
PAFAH1B3 inh – blocks human PAF acetylhydrolase 1B catalytic subunit 3 | 0.28% of 340,000 active | inhibition, % at 3.39 µM | Q15102 | recombinant PAFAH1B3, FP-rhodamine probe, fluorescence polarization;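 active means inhibition above the screen-wide average of all tested compounds plus 3 SD, cut at about 25% in these data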;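 further: 0% = enzyme with DMSO only and 100% = wells lacking PAFAH1B3 protein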
PAD4 inh – blocks human protein arginine deiminase 4; AID 485272; recombinant PAD4, RCA probe fluorescence polarization; inhibition, % at 6.36 µM; 0.41% of 330,000 active; Q9UM07;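 active means percent inhibition above a cutoff equal to the mean of all tested compounds plus 3 SD, cut at about 15% in these data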;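 further: 0% = PAD4 with RCA probe and DMSO and 100% = probe without PAD4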
Target sequence (Q9UM07 whole entry, looked up): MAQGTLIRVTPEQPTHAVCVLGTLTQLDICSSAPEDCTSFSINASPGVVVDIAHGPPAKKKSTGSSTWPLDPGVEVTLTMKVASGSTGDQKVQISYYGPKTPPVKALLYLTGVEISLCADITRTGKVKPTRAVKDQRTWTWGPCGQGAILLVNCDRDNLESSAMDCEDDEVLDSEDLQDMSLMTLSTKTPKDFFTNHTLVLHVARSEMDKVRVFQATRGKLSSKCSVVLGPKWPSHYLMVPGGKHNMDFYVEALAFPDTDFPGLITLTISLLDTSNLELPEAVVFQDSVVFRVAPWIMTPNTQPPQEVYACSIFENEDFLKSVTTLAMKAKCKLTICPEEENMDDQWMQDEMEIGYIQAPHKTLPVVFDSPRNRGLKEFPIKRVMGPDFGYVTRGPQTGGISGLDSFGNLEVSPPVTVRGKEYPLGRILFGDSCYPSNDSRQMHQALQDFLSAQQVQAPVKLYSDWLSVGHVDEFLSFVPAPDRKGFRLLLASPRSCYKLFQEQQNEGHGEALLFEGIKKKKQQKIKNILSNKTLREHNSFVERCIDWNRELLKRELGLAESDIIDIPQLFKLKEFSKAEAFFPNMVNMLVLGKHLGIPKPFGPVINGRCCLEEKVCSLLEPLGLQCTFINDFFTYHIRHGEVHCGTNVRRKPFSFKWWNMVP
* = called active by the depositor; nt = not tested or not shown.

SMILES	pPAFAH inh	PAFAH2 inh	LYPLA2 counter	GSTO1 inh	PREPL inhibitor	LYPLA1 inh	PAFAH1B2 FP inh	PAFAH1B3 inh	PAD4 inh
COc1cc(C2CC(c3cccnc3)=NN2c2ccc(F)cc2)cc(OC)c1OC (stereo unspecified)	1.2	6.6	3.0	-15.8	5.9	-0.3	-2.0	2.7	-0.4
CCN1CCc2c(sc(NC(=S)NC(=O)c3ccccc3)c2C#N)C1	8.8	-7.9	3.5	5.5	28.3	3.9	-0.1	-1.8	0.4
CCCNC(=O)c1c(N)n(-c2ccc(S(N)(=O)=O)cc2)c2nc3ccccc3nc12	2.5	-5.0	-1.8	-3.2	-5.3	-2.0	-1.2	-5.7	-6.8
CCSc1nnc(C)c2ccccc12	2.8	-1.6	-5.6	-2.9	4.5	-0.6	2.7	8.8	0.4
CCOc1ccc(-c2[nH]ncc2-c2ccc(Cl)cc2)c(O)c1	10.4	-5.2	-7.0	-0.1	-8.7	-5.7	3.6	-7.5	-0.3
O=C(Nc1cccc(Cl)c1)N1CCSc2cc(Cl)ccc21	1.0	-1.5	-1.6	5.7	9.8	-0.5	5.2	1.8	2.5
c1ccc(-c2csc(-n3cnnn3)n2)cc1	3.8	2.1	-1.9	-0.8	-4.7	-4.2	-0.7	6.0	-0.3
COc1ccc(/C=C2\CN(Cc3ccccc3)C/C(=C\c3ccc(OC)c(O)c3)C2=O)cc1O	14.0	10.5	14.8	17.3	23.4	-4.1	4.1	2.1	0.0
NCCCC[C@H]1CNC(=O)C(=O)N1CCCCC1CCCCC1	-1.2	10.5	-6.9	-1.1	-7.2	0.3	8.5	7.5	0.6
CCOC(=O)c1ccc(NC(=O)NNS(=O)(=O)c2cc(OC)ccc2OC)cc1	-2.1	-5.1	-4.8	3.4	-3.5	2.2	2.2	5.9	1.4
CCOC(=O)c1c(NC(=O)CSc2n[nH]c(N)n2)sc(CC)c1C	9.7	4.8	5.6	-4.1	16.0	-3.4	10.2	1.7	2.1
CC(=O)c1ccccc1NC(=O)CSc1nnc2ccccn12	3.8	nt	3.0	-0.3	-4.3	1.0	nt	nt	-0.6
CSc1ccc(CN(C)C(=O)CN2C(=O)NC3(CCCC3)C2=O)cc1	-1.6	-1.2	1.2	-0.7	-7.5	1.9	5.5	-1.6	2.0
COc1cc(C2C3=C(CCCC3=O)Nc3[nH]n(-c4ccccc4)c(=O)c32)cc(OC)c1OC (stereo unspecified)	-1.0	-2.8	-7.5	-3.5	13.4	-3.8	-3.9	3.1	-6.7
CCCN1C(=O)C(NC(C)=O)c2ccccc21 (stereo unspecified)	3.6	0.6	8.9	3.7	2.9	2.9	2.1	3.0	5.7

Given with each value named: two of the compounds above
> COc1cc(C2CC(c3cccnc3)=NN2c2ccc(F)cc2)cc(OC)c1OC (stereo unspecified)
  pPAFAH inh = 1.2
  PAFAH2 inh = 6.6
  LYPLA2 counter = 3.0
  GSTO1 inh = -15.8
  PREPL inhibitor = 5.9
  LYPLA1 inh = -0.3
  PAFAH1B2 FP inh = -2.0
  PAFAH1B3 inh = 2.7
  PAD4 inh = -0.4
> CCN1CCc2c(sc(NC(=S)NC(=O)c3ccccc3)c2C#N)C1
  pPAFAH inh = 8.8
  PAFAH2 inh = -7.9
  LYPLA2 counter = 3.5
  GSTO1 inh = 5.5
  PREPL inhibitor = 28.3
  LYPLA1 inh = 3.9
  PAFAH1B2 FP inh = -0.1
  PAFAH1B3 inh = -1.8
  PAD4 inh = 0.4

Next compounds follow:
SMILES	pPAFAH inh	PAFAH2 inh	LYPLA2 counter	GSTO1 inh	PREPL inhibitor	LYPLA1 inh	PAFAH1B2 FP inh	PAFAH1B3 inh	PAD4 inh
CC(Sc1nnc(-c2ccc(Cl)cc2)n1C)C(N)=O (stereo unspecified)	-2.2	-7.8	-2.1	-5.0	4.9	-4.2	-1.0	12.9	-1.0
COc1ccc(S(=O)(=O)N2CCCCC2)cc1NC(=O)Cn1cnc2ccccc2c1=O	-0.5	2.2	-16.0	nt	11.2	-2.1	-1.5	-1.3	1.6
O=[N+]([O-])c1ccc(/C=N/NC(=S)Nc2ccccc2C(F)(F)F)o1	6.4	8.7	2.8	10.4	3.9	-0.2	-7.0	4.0	-13.1
Cc1ccc(-c2nnn(CC(=O)N(CC(=O)NC3CCCC3)c3ccc(F)c(Cl)c3)n2)o1	-5.4	1.7	-8.1	-8.4	10.2	1.0	-1.5	5.8	-4.6
Cc1cc(CSc2ccccc2)ccc1NC(=O)c1ccc(Br)cc1	1.2	-0.6	0.8	6.5	8.6	1.2	-3.0	-6.6	-1.1
CCOC(=O)C1CCN(C(=O)COC(=O)C23CC4CC(CC(C4)C2)C3)CC1	0.0	4.3	nt	nt	2.5	nt	5.6	1.5	6.7
CCNc1nc(NCC)nc(OCCNS(=O)(=O)c2cc(C)ccc2C)n1	2.1	-2.4	7.0	-2.6	5.0	4.9	9.6	3.9	-2.1
O=S(=O)(NCCSc1nc2ccccc2o1)c1ccccc1	7.1	6.4	-2.6	25.1	-26.7	0.2	-2.7	3.6	-5.8
Cn1nnc(NC(=S)NC(=O)c2cccc3ccccc23)n1	2.6	-4.4	-6.8	0.8	6.5	0.1	2.6	-1.1	3.0
COc1ccc(NC(=O)CSc2nc3ccccc3c(=O)n2CCCN2CCOCC2)c(OC)c1	-0.9	7.1	-5.3	-4.9	10.6	-2.5	-0.8	6.5	-6.7
O=C(NCCc1cccc(Cl)c1)c1cccc([N+](=O)[O-])c1	5.7	-10.3	-0.4	2.2	18.0	3.4	6.5	1.5	-2.9
CC(C)NC(=O)CC(=O)N/N=C/c1ccc(F)cc1	-0.4	0.2	4.5	4.7	4.6	-1.2	0.5	11.2	4.2
CCOC(=O)C1CCN(S(=O)(=O)c2ccc3[nH]c(=O)oc3c2)CC1	-2.5	2.2	-0.7	5.8	0.8	1.3	-0.5	4.2	1.8
O=C(CCN1C(=O)C2C3CCC(C3)C2C1=O)Nc1ccc([N+](=O)[O-])cc1 (stereo unspecified)	0.0	5.2	-6.1	-2.5	-10.6	-0.5	1.7	-1.8	2.5
COc1ccc(-c2csc(-c3ccc(O)cc3)n2)cc1	3.2	-5.0	-4.5	2.8	16.9	-7.0	2.3	5.3	-5.6
COc1ccc(S(=O)(=O)N2CCOCC2)cc1C(=O)NC1CCCCCC1	1.3	4.7	-0.6	nt	3.4	1.8	2.4	7.0	-2.8
CC1(c2ccccc2)NC(=O)N(CC(=O)Nc2ccc([N+](=O)[O-])cc2)C1=O (stereo unspecified)	4.3	0.8	-12.1	2.9	15.2	-6.7	-1.4	0.7	-1.6
Nc1nc(N2CCN(C/C=C/c3ccccc3)CC2)nc2ccccc12	1.2	4.4	42.2*	4.1	25.4	6.1	0.6	2.6	-4.7
COC(=O)CNc1nc(Cl)nc(N2CCC(C)CC2)n1	3.6	-3.8	3.2	-1.2	10.3	-1.5	7.8	9.3	5.6
CN(C)/C=C/C(=O)c1cnc2n(c1=O)CCS2	-1.9	3.7	-6.9	2.1	2.6	-3.7	-0.8	2.3	2.4
CCOc1ccc(CCNC(=O)CSc2cc(=O)n(C)c3ccccc23)cc1OCC	-4.4	-2.4	2.4	0.5	11.0	3.7	-0.2	5.6	1.2
COC(=O)NCCOC(=O)N(O)c1ccc(Br)cc1	-3.6	-2.6	-6.5	7.7	9.2	-0.7	2.6	4.3	-2.1
Cc1ccc(S(=O)(=O)N2CCN(C(=O)CCCOc3ccc(Cl)cc3C)CC2)cc1	2.1	9.5	-6.9	-1.7	0.5	0.3	10.7	2.5	-1.0
S=C(Nc1ccc2nc(-c3ccccn3)c(-c3ccccn3)nc2c1)N1CCCCCC1	-1.6	2.9	-8.0	8.2	1.7	-8.9	0.9	-0.6	-16.1
Cc1cc(C)nc(SC2CCCCC2O)n1 (stereo unspecified)	-7.3	-6.3	1.6	-4.1	17.9	-2.1	1.4	11.1	2.2
Cc1ccc2c(CC(=O)N3CCN(c4ccccc4)CC3)coc2c1	-1.4	-12.5	1.9	2.6	1.0	-2.4	3.8	1.9	0.0
O=C(CBr)Nc1c2c(nn1-c1ccccc1)CSC2	4.4	1.7	3.5	4.9	5.3	0.7	0.0	7.1	-4.2
O=S(=O)(c1ccccc1F)N1CCN(Cc2cc3c(cc2Br)OCCO3)CC1	-3.1	2.9	4.9	nt	19.6	-2.1	1.1	-3.3	-3.2
CCOC(=O)N1CCN(C(=S)NC(=O)c2cncc(Br)c2)CC1	4.0	0.5	-0.5	-3.9	3.4	0.0	-5.8	4.0	-1.8
OCC1(Cc2ccccc2Cl)CCN(C/C=C/c2ccccc2)CC1	6.6	-2.1	-3.2	0.5	-31.3	0.4	8.2	7.4	0.1
CC(C)c1nnc(NC(=O)c2cccnc2)s1	2.2	0.8	-0.3	-3.7	-8.1	-2.7	-0.1	2.0	2.4
COc1cc2cc(C(=O)N3CCc4ccccc4C3)[nH]c2cc1OC	8.9	1.9	2.6	1.3	26.1	-1.0	6.1	2.5	5.2
c1ccc(CNc2nc(CN3CCOCC3)nc3scc(-c4ccccc4)c23)cc1	34.5*	0.4	4.6	6.8	3.3	-3.2	4.4	0.7	-5.3
CC1(C)C(=O)OC(C(=O)c2ccccc2)C(C)(C)C1=O (stereo unspecified)	5.8	-1.3	-1.4	-0.9	-5.1	5.1	1.6	2.8	0.6
O=C(Nc1cc(Br)c(O)c(Br)c1)c1cccc(NC(=O)c2ccco2)c1	12.6	6.1	2.8	-1.5	-1.0	-5.2	3.9	6.0	0.3
CCS(=O)(=O)c1ncc(CO)n1CCc1ccccc1	5.5	3.5	-0.1	3.3	-6.2	4.5	4.1	10.0	0.9
CCCc1nnc(NC(=O)CNc2ccc(F)cc2)s1	2.7	0.1	3.3	-3.1	8.6	0.3	-0.5	4.4	-5.2
C(=N\Nc1nc(Nc2ccccc2)nc(N2CCOCC2)n1)/c1c[nH]c2ccccc12	10.8	nt	-8.9	-12.0	33.7	-6.2	nt	nt	4.2
O=C(N/N=C/c1ccc2c(c1)OCO2)c1ccc(COc2cccc3cccnc23)cc1	2.8	-6.6	-9.3	0.6	1.6	-4.5	-2.0	2.2	4.9
COc1ccc(N2CCN(c3nc4ccc(C)cn4c(=O)c3C=O)CC2)cc1	2.8	3.3	-2.1	-1.2	6.5	-0.2	0.5	-1.1	-4.1
CN(c1ccc(F)cc1)S(=O)(=O)c1ccc(Cl)c(C(=O)NC2(C)CCS(=O)(=O)C2)c1 (stereo unspecified)	7.5	1.3	0.9	nt	4.3	5.5	-1.5	-0.1	-1.5
COC(=O)CS(=O)(=O)c1cc([N+](=O)[O-])ccc1NC(=O)OC	5.2	-2.9	-3.8	3.7	10.4	0.0	-1.8	2.6	1.2
O=C(CCCO)CCCCCCCCC[C@H]1N[C@H](CO)[C@@H](O)[C@@H]1O	2.0	2.3	-4.2	-1.8	0.1	-1.6	5.0	16.2	-1.6
Cc1nnc(SCc2ccc(F)cc2Cl)s1	0.2	-3.1	0.8	-6.9	-6.9	-3.3	4.9	9.2	-0.1
CCCCn1c(N)c(N(CCOC)C(=O)c2cccc(S(=O)(=O)N(C)c3ccccc3)c2)c(=O)[nH]c1=O	1.6	1.2	5.6	-3.5	0.7	4.3	4.2	3.6	-2.1
CC(=O)Nc1ccc(NC(=O)CSc2nnc(C3CC3)n2-c2ccccc2)cc1	0.3	-7.9	-0.4	nt	1.4	-2.4	-4.5	3.2	-0.1
C=CCNc1cc(F)ccc1S(=O)(=O)NCC=C	1.5	-0.4	nt	nt	nt	nt	6.3	1.9	-2.4
O=C(CCN1C(=O)C2C3C=CC(C3)C2C1=O)N1CCCCC1 (stereo unspecified)	2.0	-0.1	4.8	5.2	-2.1	2.0	0.0	3.8	2.5

An excerpt. The share of hits here may be higher or lower than overall.
